# Compound activity: PubChem, Sanford-Burnham Center for Chemical Genomics
# mouse IAP activators: mouse intestinal phosphatase enzyme activation – biochemical, luminescence, single concentration, confirmation (AID 434970); purified mouse IAP, CDP-Star luminescence, 30 min; stronger effect = lower value; activity change, negative = activation, % at 10 µM; 11,000 tested, 2.9% active; in the data active means activity change below about -85%;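 further: percent relative to enzyme plus DMSO wells and wells without enzyme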
# mouse IAP activators Fold change: also measured in mouse IAP activators; calls as there; activation factor; measured here: IAP activation factor; stronger effect = higher value;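 fold luminescence change scaled to plate control wells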
# Active calls of the source: *.
mouse IAP activators	mouse IAP activators Fold change	SMILES
-12	1.1	CC(C)C(C)(C#N)NC(=O)CSc1nnc(-c2ccncc2)n1Cc1ccccc1 (stereo not drawn)
-4	1	COc1ccccc1-c1nnc(SCC(=O)Nc2nc(-c3ccccc3)cs2)n1C
-7	1.1	O=C(CSc1nc2cccnc2n1Cc1ccccc1)N1CCCC1
-8	1.1	O=C1CSC(c2cccnc2)N1C1CCCCC1 (stereo not drawn)
-83	1.8	CCOC(=O)c1sc(NC(=O)Nc2cccc(Cl)c2)cc1C
6	0.94	CCCc1nnc(NC(=O)c2cc(OC)cc(OC)c2)s1
3	0.97	Cc1cc(C(=O)O)c(S(C)(=O)=O)s1
1	0.99	CCOC(=O)C1=C(CS(=O)(=O)c2ccccc2)NC(=O)NC1c1ccccc1 (stereo not drawn)
-133*	2.3*	Cc1onc(-c2ccccc2)c1CNC(=O)Nc1cccc(Cl)c1
12	0.88	CC(C)Cn1c(C(C)C)nc([N+](=O)[O-])c1Sc1ccc(Cl)cn1
-6	1.1	CC(NS(=O)(=O)c1ccc(CCC(=O)N2CCN(C)CC2)cc1)c1ccccc1 (stereo not drawn)
5	0.95	CSc1nncn1/N=C/c1cc(Cl)ccc1F
64	0.36	CCN1C(=O)/C(=C2\SC(=S)N(NC(=O)c3cccnc3)C2=O)c2ccccc21
-4	1	CC(C)c1ccc(CN2CCC(C(=O)NCc3cccnc3)CC2)cc1
24	0.76	COc1cc(CNc2ccc3[nH]c(=O)[nH]c3c2)ccc1OCC(=O)NC(C)(C)C
-295*	4*	CC(C)(C)N(NC(=O)Nc1ccc(Cl)c(Cl)c1)C(=O)c1ccccc1
1	0.99	CCCc1[nH]nc2c1C(c1ccccc1OC)C(C#N)=C(N)O2 (stereo not drawn)
24	0.76	COC(=O)C1=C(C(=O)OC)SC2(S1)C(C(=O)OC)=C(C(=O)OC)SC1=C2c2cc(C)ccc2NC1(C)C
14	0.86	CCn1cc(CNC(=O)CCSc2nc(-c3ccco3)cc(C(F)(F)F)n2)cn1
75	0.25	O=c1[nH]c(/C=C\c2ccc(O)c(O)c2)nc(O)c1[N+](=O)[O-]
-1	1	O=C(COC(=O)CSc1ccc2ccccc2c1)Nc1ccccc1OC(F)F
-8	1.1	c1ccc(-c2nc3ccccc3s2)nc1
7	0.93	Cc1sc(/N=C/c2c(O)ccc3ccccc23)c(C#N)c1C
-7	1.1	CCn1c(SCC(=O)Nc2ccc3c(c2)oc2ccccc23)nnc1-c1ccc(N)cc1
-1	1	CCOC(=O)c1cnc2c(C)c(C)ccc2c1Nc1ccc(S(=O)(=O)Nc2ncccn2)cc1
4	0.96	O=C(CSc1ccc2c(c1)OCCO2)NC(=O)NC1CCCC1
9	0.91	O=C(O)CSC(C(=O)Nc1ccc(C(F)(F)F)cc1)c1ccccc1 (stereo not drawn)
1	0.99	O=C(Nc1nnc(-c2ccccc2)o1)NC1CCCCC1
-15	1.1	C[C@@H]1NC(=O)c2cc([N+](=O)[O-])cc(I)c2OCC[C@@H](C(=O)NC(CC(=O)O)C(N)=O)NC(=O)[C@H](CC(N)=O)NC1=O (stereo partly drawn)
-37	1.4	FC(F)(F)Sc1ccc(NC(=S)NCc2ccccc2)cc1
-7	1.1	Cc1ccc2ncccc2c1NS(=O)(=O)c1ccccc1
0	1	Cc1cccc(-c2nsc(SCC(=O)Nc3nccs3)n2)c1
0	1	CCOc1cccc(-c2nnc3sc(-c4ccco4)nn23)c1
-1	1	COCCCNC(=O)COc1ccc(Cl)c(C)c1
-25	1.2	FC(F)Sc1ccc(NC(=S)NC2CCCCC2)cc1
3	0.97	Cc1ccc(NC(=O)c2noc3c2CC(C(C)(C)C)CC3)cc1 (stereo not drawn)
-6	1.1	COc1ccccc1CNC(=O)c1ccc(OCc2c(C)noc2C)c(OC)c1
-9	1.1	Cc1c(NC(=O)COc2ncnc3c(Cl)cc(Cl)cc23)c(=O)n(-c2ccccc2)n1C
9	0.91	O=C(CSc1ccccn1)Nc1cccc2ccccc12
-79	1.8	O=C(Nc1ccccc1)Nc1cccc2ccccc12
5	0.95	CC1(C)Cc2c(sc3nc(SCC(=O)NCc4ccccc4)n(-c4ccccc4)c(=O)c23)CS1
63	0.37	N#Cc1c(SCC(=O)Nc2nccs2)sc2c(O)cc(=O)[nH]c12
-904*	10*	C#CCOCCOCCOCCNc1nc(N2CCN(C(=O)CCCCCCCCCCNC(=O)Cn3cc(CCCCCN)nn3)CC2)nc(N2CCN(C(=O)CCCCCCCCCCNC(=O)[C@H]([C@@H](C)CC)n3cc(CCCCN=C(N)N)nn3)CC2)n1
-2	1	O=C(CCS(=O)(=O)c1cccc2nsnc12)NCc1ccccc1
-7	1.1	CCCN1C2CCCC1CC(NC(=O)c1ccccc1)C2 (stereo not drawn)
-10	1.1	COc1ccc(Cn2cccc(NC(=O)Nc3ccc(C#N)cc3)c2=O)cc1
3	0.97	Cc1ccccc1N(CC(=O)N/N=C/c1ccc(Cl)cc1)C(=O)c1ccccc1
4	0.96	Cc1nc(CC(=O)Nc2nc(-c3ccccc3)cs2)cs1
-3	1	O=C(CCCCCn1c(=O)[nH]c2ccccc2c1=O)NCCCN1CCN(c2ccccc2F)CC1
1	0.99	CN(C)C(=O)CCc1ccc2c3c([nH]c2c1)[C@]1(C)[C@@H](C(=O)N2CCCCC2)C[C@H](CC(=O)NCCCn2ccnc2)C(=O)N1CC3
-30	1.3	COc1ccc2[nH]c3c(c2c1)CCN1C(=O)C(CC(=O)NCc2cccc(C(F)(F)F)c2)C[C@H](C(=O)N2CCCCC2)[C@@]31C (stereo partly drawn)
7	0.93	CCOc1ccc(C(O)c2nccn2C)cc1 (stereo not drawn)
8	0.92	CCOC(=O)N1CCN(C(=O)c2oc3ccc(S(=O)(=O)N4CC(C)CC(C)C4)cc3c2C)CC1 (stereo not drawn)
0	1	CC(=O)N(CCN(C(C)=O)c1ccccc1)c1ccccc1
-2	1	CCN(CC)S(=O)(=O)c1ccc(C(=O)Oc2ccc3c(c2)OCO3)cc1
7	0.93	CCC(C)NC(=O)c1csc2c1CCCCC2 (stereo not drawn)
-3	1	CSc1nnc2c3c4c(sc3c(=O)n(-c3ccccc3)n12)CC(C)(C)OC4
54	0.46	O=C(CSc1nnc(-c2ccco2)c(-c2ccco2)n1)Nc1ccccc1
5	0.95	CCOC(=O)C1CCN(S(=O)(=O)c2cnc[nH]2)CC1
0	0.99	Cc1ccc(C(=O)NCC2CCCO2)o1 (stereo not drawn)

# (listing goes on)
mouse IAP activators	mouse IAP activators Fold change	SMILES
1	0.99	CC1(C)C(=O)OC(c2cccs2)C2(CCCCC2)C1=O (stereo not drawn)
-4	1	CCn1c(CC(=O)Nc2ccccc2)nnc1SCC(=O)Nc1ccccc1C(=O)OC
1	0.99	O=C(O)c1cnc(-c2ccccc2)nc1Sc1ccc(Cl)cc1
2	0.98	CCCCSc1nnc(-c2ccc(C)cc2)n1C
6	0.94	C=CCn1c2ccccc2n2nc(C)c(=O)nc12
15	0.85	CN(CCC#N)C(=O)CSc1ncnc2sc(-c3ccccc3)cc12
13	0.87	Cc1ccc(Cc2c(C)nc3nc(SCC(=O)NCc4ccco4)nn3c2C)cc1
7	0.93	CSc1nc2n(n1)C(c1cccc(F)c1)C(C(=O)Nc1ccc(C)cc1C)=C(C)N2 (stereo not drawn)
11	0.89	Nn1c(Cc2cccc3ccccc23)nnc1SCC(=O)NC1CCS(=O)(=O)C1 (stereo not drawn)
-6	1.1	Cc1cccc(N2CCN(C(c3ccccc3)c3nnnn3C(C)(C)C)CC2)c1C (stereo not drawn)
50	0.5	NC(=O)CC1Nc2cccc3cccc(c23)NC1=O (stereo not drawn)
8	0.92	COc1ccc(-c2nnc(SCc3nnc(-c4ccccc4)o3)n2C)cc1OC
-7	1.1	CSc1ncccc1C(=O)OCC(=O)NC(=O)NCCC(C)C
-10	1.1	COc1ccc(-c2cc(C(=O)Nc3ccccc3SC)no2)cc1
9	0.91	Cc1ccc(N2C(=O)c3ccc(C(=O)N4CCOCC4)cc3C2=O)cc1C
-4	1	O=C(CSc1nc2ccccc2s1)NCCOc1ccc(Cl)cc1
11	0.89	O=C(Nc1cccc(C(F)(F)F)c1)c1cc(-c2ccc(F)cc2)on1
4	0.96	COc1ccc(C(=O)Nc2ccccc2-c2nnn(CC(=O)NCc3ccco3)n2)cc1
1	0.99	O=C1C(c2ccccc2)C(c2ccccc2)NC(c2ccccc2)C1c1ccccc1 (stereo not drawn)
-263*	3.6*	C#CCOCCOCCOCCNc1nc(N2CCN(C(=O)CCCCCCCCCCNC(=O)[C@H](CCCCN)n3cc(C)nn3)CC2)nc(N2CCN(C(=O)CCCCCCCCCCNC(=O)[C@@H]([C@H](C)CC)n3cc(CCCCCN)nn3)CC2)n1
12	0.88	Cc1ncc([N+](=O)[O-])n1CCOC(=O)Nc1ccc(Cl)c(Cl)c1
8	0.92	O=C(/C=C/c1cccc(Cl)c1)c1nc2ccccc2[nH]1
-11	1.1	CC1(C)CC(=O)c2sc(NC(=O)c3cccs3)nc2C1
2	0.98	CCCCOC(=O)C(C)Nc1n[nH]c(=S)[nH]c1=O (stereo not drawn)
14	0.86	O=C(CSc1nnnn1-c1ccc(F)cc1)Nc1nc2ccccc2s1
31	0.69	Cc1cc(C)c2ccc(C(=O)O)nc2c1O
9	0.91	CC(=O)NC1CC2CCCC(C1)N2S(=O)(=O)c1cccc(F)c1 (stereo not drawn)
0	1	CCOC(=O)C1=CN(Cc2cccc(F)c2)S(=O)(=O)NC1CCc1ccccc1 (stereo not drawn)
52	0.48	Cc1ccc(Nc2nc(-c3ccc(O)c(O)c3)cs2)nc1
-9	1.1	CCC(=O)NCc1nc2ccccc2n1Cc1ccccc1F

# Molecules above that contain a cyano group, in the order listed:
mouse IAP activators	mouse IAP activators Fold change	SMILES
-12	1.1	CC(C)C(C)(C#N)NC(=O)CSc1nnc(-c2ccncc2)n1Cc1ccccc1 (stereo not drawn)
1	0.99	CCCc1[nH]nc2c1C(c1ccccc1OC)C(C#N)=C(N)O2 (stereo not drawn)
7	0.93	Cc1sc(/N=C/c2c(O)ccc3ccccc23)c(C#N)c1C
63	0.37	N#Cc1c(SCC(=O)Nc2nccs2)sc2c(O)cc(=O)[nH]c12
-10	1.1	COc1ccc(Cn2cccc(NC(=O)Nc3ccc(C#N)cc3)c2=O)cc1
15	0.85	CN(CCC#N)C(=O)CSc1ncnc2sc(-c3ccccc3)cc12

# Ordered by SMILES length (descending): some entries from above.
mouse IAP activators	mouse IAP activators Fold change	SMILES
-263*	3.6*	C#CCOCCOCCOCCNc1nc(N2CCN(C(=O)CCCCCCCCCCNC(=O)[C@H](CCCCN)n3cc(C)nn3)CC2)nc(N2CCN(C(=O)CCCCCCCCCCNC(=O)[C@@H]([C@H](C)CC)n3cc(CCCCCN)nn3)CC2)n1
5	0.95	CC1(C)Cc2c(sc3nc(SCC(=O)NCc4ccccc4)n(-c4ccccc4)c(=O)c23)CS1
-1	1	CCOC(=O)c1cnc2c(C)c(C)ccc2c1Nc1ccc(S(=O)(=O)Nc2ncccn2)cc1
54	0.46	O=C(CSc1nnc(-c2ccco2)c(-c2ccco2)n1)Nc1ccccc1
1	0.99	CCCc1[nH]nc2c1C(c1ccccc1OC)C(C#N)=C(N)O2 (stereo not drawn)
5	0.95	CSc1nncn1/N=C/c1cc(Cl)ccc1F
-8	1.1	c1ccc(-c2nc3ccccc3s2)nc1

# (cont.)
mouse IAP activators	mouse IAP activators Fold change	SMILES
-117*	2.2*	C[C@@H]1CN([C@@H](C)CO)C(=O)c2cccc(NC(=O)Nc3ccc(F)cc3)c2O[C@@H]1CN(C)Cc1ccc(Oc2ccccc2)cc1
3	0.97	Cc1ccc(CNc2oc(-c3ccco3)nc2S(=O)(=O)c2ccccc2)cc1
-3	1	CC(=O)Nc1cccc2c1C(=O)N(c1ccc(C)cc1)C2=O
6	0.95	O=C(CSc1nnc(CNc2ccc(F)cc2)n1Cc1ccccc1)NCc1ccccc1
6	0.94	CCOC(=O)C1=CN(Cc2cccc(Br)c2)S(=O)(=O)N(CC)C1C (stereo not drawn)
-24	1.2	CC[C@]12c3[nH]c4ccc(Cl)cc4c3CCN1C(=O)[C@@H](CC(=O)NCCCN(C)C)C[C@@H]2C(=O)N1CCN(C(=O)c2ccco2)CC1
2	0.98	CCOC(=O)C1=CNS(=O)(=O)NC1c1ccc(OC(C)=O)cc1 (stereo not drawn)
65	0.35	Cc1cc2nc3ccc(N(C)C)cc3nc2cc1N
-4	1	Cc1cccc2c(=O)cc(C)n(CC(=O)N3CCCCC3)c12
-8	1.1	CC(=O)NC1=NN(C(C)=O)C(c2cccs2)S1 (stereo not drawn)
-2	1	CCc1cccc2c(C#N)cn(CC(=O)NCCOC)c12
6	0.94	CN(CC(=O)Nc1ccc(F)c(F)c1F)c1cnccn1
4	0.96	O=C(Nc1cc(C(F)(F)F)ccc1-n1cncn1)c1ccc(Cl)cc1
-9	1.1	COC(=O)[C@@]1(C)[C@H]2C(=O)N(Cc3ccccc3)C(=O)[C@H]2[C@H]2CN=C(SC)N21
0	1	COc1ccc(C(NC(=O)CNC(C)=O)C(=O)Nc2ccc(C(C)C)cc2)cc1 (stereo not drawn)
10	0.9	Cc1ccc2c(c1)nnn2C1CCN(S(C)(=O)=O)CC1
-4	1	CCOc1ccc2nc(NC(=O)Nc3ccccc3)sc2c1
10	0.9	CCOC(=O)Cn1cc(C(=O)OC)c2ccccc21
1	0.99	COc1ccc(CCCc2nnc(SCC(=O)Nc3nccs3)n2C)cc1C
5	0.95	COc1cccc(C(C(=O)NC2CCCCC2)N(CC2CCCO2)C(=O)CNC(=O)c2ccco2)c1 (stereo not drawn)
-7	1.1	C[C@@H]1C(c2ccccc2)=NN(c2ccccc2)[C@H]1C(=O)N1CCOC1=O
5	0.95	NC(=O)C1CCN(C2CC(=O)N(Cc3ccc(N4CCCC4=O)cc3)C2=O)CC1 (stereo not drawn)
0	1	Cc1cccc(NC(=O)C2=C(O)c3ccccc3N(C)S2(=O)=O)c1
0	1	Cc1cc(C)n(S(=O)(=O)c2cc(C)c(C)cc2C)n1
3	0.97	C[C@@]12CCC=C[C@H]1[C@H](c1ccccc1Br)N(Cc1ccccc1)C2=O
0	1	CCn1c(=O)cc(SCC(=O)Nc2cc(OC)c(OC)c(OC)c2)c2ccccc21

# The list is partial, so the mix of outcomes need not match the whole.
